MsrA inhibitor: inhibitors of bovine MsrA; purified bovine MsrA, absorbance read-out; inhibition, % at 15.5 µM; actives 0.75% (n = 360,000); AID 651718; in the data active means inhibition above about 4.5%;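 further: 0% = vehicle wells with enzyme and 100% = reference inhibitor wells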
SKN-1 inh: blocks SKN-1 activity in C. elegans; actives 0.49% (n = 360,000); inhibition, % at 21.8 µM; C. elegans VP596 Pgst-4::GFP/RFP ratio, acrylamide-induced, 24 h;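 active means interference check ratio from 0.5 to 1.5 plus GFP to RFP signal ratio inhibition reaching or exceeding a fixed threshold, cut at about 30% in these data, passing the limit was not always enough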; further: some compounds called inactive have numbers as strong as hits
MT1-MMP act inh: inhibitors of human MT1-MMP activation | actives 0.061% (n = 360,000) | HT1080 RFP-PRO-GFP cells, GFP/RFP ratio fluorescence, overnight; percent of plate control window, DMSO zero | GFP/RFP ratio change, % at 20 µM | P50281;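 active means GFP/RFP ratio change of at least 30% with cell ATP level not reduced by more than half and red fluorescence within 50% of control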; further: strong numbers were not always called active
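Compound: 20 µM single dose, 1% DMSO / System: HT1080 RFP-PRO-GFP cells / Controls: DMSO and RFP-L50D-GFP cell wells / Read-out basis: GFP/RFP fluorescence ratio / Schedule: overnight compound exposure at 37 °C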
FAS-TE inh: blocks the thioesterase domain of human fatty acid synthase; P49327; recombinant FAS-TE, OMFH fluorogenic substrate, fluorescence endpoint; inhibition, % at 15 µM; actives 0.67% (n = 360,000);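 active means compounds whose normalised, plate-corrected inhibition of enzyme fluorescence in the single-dose primary screen is 50% or more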;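 further: 0% = DMSO with enzyme and 100% = substrate without enzyme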
MsrA act: activators of bovine methionine sulfoxide reductase A; actives 0.3% (n = 360,000); activation, % at 10.6 µM; purified bovine MsrA, absorbance read-out; in the data active means activation above about 7.5%;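 further: 0% = vehicle and 100% = reference activator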
CendR NRP1 mod: NRP-1/CendR interaction modulation. O14786. FAM-RPARPAR peptide binding to NRP-1, fluorescence polarization. inhibition, % at 25 µM. actives 0.85% (n = 360,000). AID 602438;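 active means inhibition or corrected inhibition above about 18%, plus a signal ratio from 0.5 to 1.5, limit read from the data, passing the limit was not always enough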; further: strong numbers were not always called active
Tb MetRS inh: Trypanosoma brucei MetRS inhibition. purified T. brucei MetRS, ATP depletion, Kinase-Glo luminescence. inhibition, % at 11.9 µM. AID 624268. actives 0.4% (n = 360,000);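 active means inhibition above a per-plate cutoff of the control wells' mean inhibition plus 3 SD, cut at about 5.5% in these data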;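 further: 0% = DMSO wells median and 100% = median of wells with control inhibitor compound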
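Test system: purified T. brucei MetRS enzyme. Also added: ATP, methionine and E. coli bulk tRNA substrates. Compound: 11.9 µM single point. Schedule: 15 min enzyme-compound preincubation, 2 h reaction, 10 min detection, 25 °C. Signal: luciferase luminescence of residual ATP, Kinase-Glo. Evaluation: percent inhibition versus plate control medians. Controls: DMSO wells, low control.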
E coli Lon inh: inhibits E. coli Lon protease. purified E. coli Lon protease, fluorescence polarization. P0A9M0. actives 0.42% (n = 360,000). inhibition, % at 7.94 µM; in the data active means inhibition above about 13%, passing the limit was not always enough;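 further: 0% = enzyme with probe and DMSO and 100% = no enzyme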
Target sequence (P0A9M0 whole entry, looked up): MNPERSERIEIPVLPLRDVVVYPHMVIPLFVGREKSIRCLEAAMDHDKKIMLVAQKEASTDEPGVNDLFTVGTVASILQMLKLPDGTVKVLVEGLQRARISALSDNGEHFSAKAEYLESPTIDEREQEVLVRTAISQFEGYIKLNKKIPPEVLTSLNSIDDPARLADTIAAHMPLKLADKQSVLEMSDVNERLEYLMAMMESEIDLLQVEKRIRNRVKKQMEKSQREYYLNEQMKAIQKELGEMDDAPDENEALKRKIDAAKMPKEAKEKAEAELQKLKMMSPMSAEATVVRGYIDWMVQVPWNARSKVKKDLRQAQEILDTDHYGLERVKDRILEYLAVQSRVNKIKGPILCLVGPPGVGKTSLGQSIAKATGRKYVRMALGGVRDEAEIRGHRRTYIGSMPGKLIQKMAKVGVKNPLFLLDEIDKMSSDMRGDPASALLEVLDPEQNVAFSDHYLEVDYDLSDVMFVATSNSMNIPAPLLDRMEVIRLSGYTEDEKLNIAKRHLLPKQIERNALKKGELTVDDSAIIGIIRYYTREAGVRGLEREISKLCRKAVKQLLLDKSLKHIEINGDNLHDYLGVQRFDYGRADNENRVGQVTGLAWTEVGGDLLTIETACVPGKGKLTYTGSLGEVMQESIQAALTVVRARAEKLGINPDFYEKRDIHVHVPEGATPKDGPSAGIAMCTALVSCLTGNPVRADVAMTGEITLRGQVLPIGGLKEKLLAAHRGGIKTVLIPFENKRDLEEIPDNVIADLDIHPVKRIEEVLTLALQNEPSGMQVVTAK
MLLE-PAM2 inh: inhibitors of microRNA-mediated deadenylation, human PABP1 MLLE binding; P11940; GST-MLLE / FITC-PAM2 fluorescence polarization; inhibition, % at 20 µM; actives 0.36% (n = 360,000); in the data active means inhibition above about 35%, passing the limit was not always enough;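 further: plate controls were DMSO wells with GST-MLLE for no effect and wells lacking GST-MLLE protein for full effect; some results filed as inactive read as strong as hits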
* marks the source's active call; other numbers are inactive results; nt = no result given. Some of the compounds tested; count on the stated rates, not on these rows.

Compound	MsrA inhibitor	FAS-TE inh	Tb MetRS inh	E coli Lon inh	MT1-MMP act inh	MsrA act	MLLE-PAM2 inh	SKN-1 inh	CendR NRP1 mod
Cc1ccc(OCC(=O)N2CCN(C)CC2)c(Br)c1	1.2	-5.6	-1.0	-9.8	0.8	-3.5	-10.0	-11.3	-5.3
O=C(Cc1ccccc1)OCCNC(=O)c1cccnc1	0.9	-6.7	0.6	-1.5	0.2	-1.0	-1.9	6.2	0.5
COc1ccc(OC(=O)N(C)C[C@H]2OCc3cnnn3CCCC(=O)N([C@@H](C)CO)C[C@H]2C)cc1	0.1	-0.9	0.5	-3.4	3.1	-0.9	-1.3	-7.7	14.5
Cc1cc(N2CCOCC2)nc2ccc(NC(=O)CCC(=O)N3CCC4(CC3)OCCO4)cc12	1.1	-11.2	-0.6	-5.3	-0.1	-3.5	-7.5	-15.7	-9.6
Nc1cc2nc3ccccc3nc2cc1N	-0.3	-10.8	0.0	6.2	-3.2	-2.8	97.4	15.5	60.4
Cc1ccc(S(=O)(=O)N(C)C)cc1NC(=O)C(C)[N+]12CCN(CC1)CC2 (configuration not stated)	0.1	-5.8	-0.8	8.2	-0.6	-4.7	-7.5	6.7	9.6
COC1CCC(OC2CC(C3(C)CCC4(CC(O)C(C)C(C(C)/C=C(\C)C(=O)C(C)CC(C)C(=O)O)O4)O3)OC3(OC(C4OC(O)(CO)C(C)CC4C)CC3C)C2C)OC1C (configuration not stated)	0.0	19.0	-0.1	-7.9	-2.2	-3.0	3.0	-2.3	18.1
C[C@]12CC(=O)CC1CCC1C2CC[C@@]2(C)C1CC[C@@H]2O (some centres not stated)	-0.1	-0.9	-0.2	-12.6	1.3	1.8	3.1	-4.0	5.5
CC(=O)N1CCN(CCN=Cc2c(O)n(-c3ccc(F)cc3)c(=S)[nH]c2=O)CC1	3.6	-7.9	-0.5	-9.2	0.4	-5.2	13.4	5.3	-11.5
Cc1cc(NC(=O)CCl)on1	1.8	-2.8	0.0	-8.5	-1.6	-3.8	-7.0	4.0	1.4
Cc1ccc(OCC(=O)N2CCN(Cc3cccnc3)CC2)cc1	0.4	-5.4	-0.1	-1.9	-0.3	-3.7	12.6	-1.9	-0.1
CCN1CCN(C(=O)COc2ccc(S(=O)(=O)N3CCOCC3)cc2Cl)CC1	-1.0	-3.5	-0.1	6.5	-0.7	-2.4	4.7	11.6	9.8
O=P(CCl)(Nc1ccccc1)C(Cl)(Cl)Cl (configuration not stated)	0.2	-6.9	-1.4	6.2	5.7	-6.3	6.5	2.8	4.4
C=CCN1C(=O)C2(C(C(=O)OCC)=C(N)Oc3c2c(=O)oc2ccccc32)c2ccccc21 (configuration not stated)	0.4	-2.7	0.0	0.3	-0.5	-3.5	2.9	16.5	4.8
N[C@@H](Cc1c[nH]c2ccccc12)c1nnc(SCc2c(F)cccc2Cl)o1	0.8	7.0	0.9	4.8	-1.7	-1.3	-72.4	15.6	-7.2
CC(C)CC(C)N (configuration not stated)	1.0	-5.8	-0.1	13.2	-0.8	-2.9	-15.1	-10.3	4.9
C=C1[C@H]2CC[C@H]3[C@]4(C)C[C@H](O[C@H]5O[C@H](CO)[C@@H](OS(=O)(=O)O)[C@H](OS(=O)(=O)O)[C@H]5OC(=O)CC(C)C)C[C@@H](C(=O)O)[C@H]4CC[C@]3(C2)[C@H]1O	-0.4	-4.4	-1.9	-1.2	1.3	-9.1	-10.1	18.6	-2.3
CC1CN2c3ccc([N+](=O)[O-])cc3CC3(C(=O)N(C)C(=O)N(C)C3=O)C2C(C)O1 (configuration not stated)	-1.4	1.7	-0.8	-2.2	2.6	-7.8	-1.5	6.2	-6.2
Cc1ccc(-c2nc3ccccc3c(=O)n2-c2ccccn2)cc1	0.4	-7.8	-1.5	1.4	1.0	-1.3	0.0	3.5	4.5
Cc1ccc(Cl)cc1N1CCN(CCN)CC1	1.9	-15.2	-0.5	3.6	3.5	-11.1	-2.1	0.4	1.8

Compound	MsrA inhibitor	FAS-TE inh	Tb MetRS inh	E coli Lon inh	MT1-MMP act inh	MsrA act	MLLE-PAM2 inh	SKN-1 inh	CendR NRP1 mod
O=C(NCC(c1cccnc1)N1CCN(c2ccc(F)cc2)CC1)Oc1ccccc1 (configuration not stated)	-0.5	-2.7	-0.4	1.8	6.0	1.3	-3.2	-4.6	10.5
O=C(COc1ccc(S(=O)(=O)N2CCCCC2)cc1)N1CCN(Cc2ccccc2)CC1	-1.0	6.4	-0.4	-2.5	6.3	-3.7	5.7	10.5	-1.9
O=[N+]([O-])c1cccc(O)c1	1.1	-4.8	0.0	5.2	0.6	-4.7	7.8	4.9	3.4
CN(Cc1cccc(-c2cccnc2)c1)C(=O)Oc1ccc([N+](=O)[O-])cc1	-0.8	51.4*	0.6	-2.4	-13.7	-2.4	nt	2.5	4.8
CC(C)Oc1cccc(NC(=O)c2cccn(Cc3ccc4c(c3)OC(F)(F)O4)c2=O)c1	0.7	46.8	0.1	0.3	4.6	0.1	1.2	10.2	7.8
Cc1ccccc1CCNCc1ccc(Br)cc1	-1.1	16.0	-0.1	4.3	3.9	-1.3	-14.6	-0.5	0.9
C=C1N2CCC(CC2)C1(O)c1ccc(C)c(C)c1 (configuration not stated)	-0.8	-4.7	-0.2	3.6	-9.6	-2.8	7.9	8.6	3.5
COC(=O)C1=C(c2cccc(OCc3ccccc3)c2)C[C@@H]2CC[C@H]1N2C(=O)NCc1ccc(C(F)(F)F)cc1	-0.3	16.9	-0.1	3.5	-0.1	-0.5	-12.0	8.9	-0.2
CC(C)[C@H](NC(=O)N1C[C@H]2C[C@@H](C1)c1cccc(=O)n1C2)C(=O)Nc1ccccc1F	0.9	-2.1	0.4	-2.0	-0.4	0.1	17.7	-6.3	-1.9
COc1ccc(C(=O)C2CCCN(Cc3cnc(C)s3)C2)cc1OC (configuration not stated)	-0.4	-6.9	-0.4	-1.1	0.3	-2.7	-9.0	3.6	-10.1
CN1CCc2cc(O)cc3c2[C@H]1Cc1ccc(O)c(O)c1-3	0.2	0.0	-0.9	-6.1	4.2	-7.2	17.5	-6.3	1.8
Clc1cnc(Oc2ccc(Oc3ncc(Cl)cc3Cl)cc2)c(Cl)c1	0.1	28.2	-0.3	-5.3	-5.8	-2.9	4.4	11.3	-19.5
O=C1NC(=O)C2(CCCc3ccc(N(CCCl)CCCl)cc32)N1 (configuration not stated)	-0.1	0.6	-0.2	7.9	5.1	-3.4	12.5	9.6	1.1
CC(=O)OC1CC[C@@]2(C)C(=CC(=O)C3C4CCC(OC(C)=O)[C@@]4(C)CCC32)C1 (some centres not stated)	-0.7	4.0	-0.7	5.4	-2.9	-0.5	6.3	4.8	-15.0
CCN(CC)CCCN=Cc1c(O)n(Cc2ccc(F)cc2)c(=O)[nH]c1=O	0.9	-5.4	-1.0	-7.1	2.6	-0.3	-13.9	-8.3	-5.3
C=C(C)c1cccc(C(C)(C)NC(=O)NC2CN3CCC2CC3)c1 (configuration not stated)	0.7	-6.2	-0.1	-0.3	3.1	0.3	5.2	0.9	10.0
O=C1CN(O)C(c2ccccc2)=c2cc(Cl)ccc2=N1	0.0	-0.7	-0.8	-3.8	-0.9	0.0	4.0	4.3	-16.4
CC1=C(C/C(C)=C/c2ccccc2)/C(=C/CO)[C@@H]2OC(=O)O[C@]2(C)C12CC2	0.8	13.2	-0.4	1.2	-1.9	-1.2	4.9	-1.8	21.2
COC(=O)C1=C(c2cccc(C#N)c2)C[C@@H]2CC[C@H]1N2C(=O)NCCO	1.0	-11.8	-0.4	11.4	5.2	-2.5	2.1	0.1	29.0*
CN1C(=O)C(=Cc2ccc(N3CCCCC3)o2)C(=O)N(C)C1=S	-0.2	-22.1	-0.8	-213.5	-114.5	-5.0	-144.7	34.1	-50.9

Given with two lines to a compound: part of the list above.
Second line of a record: MsrA inhibitor | FAS-TE inh | Tb MetRS inh | E coli Lon inh | MT1-MMP act inh | MsrA act | MLLE-PAM2 inh | SKN-1 inh | CendR NRP1 mod
- O=C1NC(=O)C2(CCCc3ccc(N(CCCl)CCCl)cc32)N1 (configuration not stated)
→ -0.1 | 0.6 | -0.2 | 7.9 | 5.1 | -3.4 | 12.5 | 9.6 | 1.1
- CC(=O)OC1CC[C@@]2(C)C(=CC(=O)C3C4CCC(OC(C)=O)[C@@]4(C)CCC32)C1 (some centres not stated)
→ -0.7 | 4.0 | -0.7 | 5.4 | -2.9 | -0.5 | 6.3 | 4.8 | -15.0

Next part.
Compound	MsrA inhibitor	FAS-TE inh	Tb MetRS inh	E coli Lon inh	MT1-MMP act inh	MsrA act	MLLE-PAM2 inh	SKN-1 inh	CendR NRP1 mod
O=C1Nc2cc(C(=O)N3CCC4(CC3)OCCO4)ccc2S/C1=C\c1ccccc1	1.6	-3.4	-0.1	1.0	1.5	-4.7	0.6	-4.9	3.5
COc1ccccc1C1=NCc2nnc(C)n2-c2ccc(Cl)cc21	-0.6	-13.3	0.0	17.1	1.2	-4.7	-0.3	-6.7	5.5
CN(Cc1cccc(-c2ccncc2)c1)C(=O)Oc1ccc([N+](=O)[O-])cc1	nt	37.2	-0.2	-12.8	1.0	-1.9	nt	14.2	-5.6
CN1CCN(CC(=O)Nc2ccc([N+](=O)[O-])cc2C(=O)c2ccccc2)CC1	1.5	-3.4	0.0	-1.9	0.2	-1.0	6.5	15.3	6.1
COc1ccc2c(c1)c(C(=O)CN1CCC3(CC1)OCCO3)c(C)n2Cc1ccccc1	0.2	-3.0	0.2	-3.5	0.2	-4.1	-8.4	-10.1	-7.0
COC(=O)C1=C(c2cccc(C#N)c2)C[C@@H]2CC[C@H]1N2C(=O)N1CCC(C)CC1	0.9	0.9	-0.4	22.3	6.7	1.3	2.3	7.8	4.4
O=Cc1cn(Cc2ccc(Br)cc2)c2ccccc12	-0.8	28.6	-0.6	-5.2	-1.9	-3.4	-7.0	13.4	-0.7
CC(Cl)(Cl)/C(=N/P(=S)(N1CCOCC1)N1CCOCC1)N1CCOCC1	0.2	-3.9	-0.1	-2.1	0.0	-3.5	11.2	-2.3	-6.8
CCN1C[C@]2(COC(=O)c3ccccc3N)CC[C@H](OC)C34[C@@H]5C[C@H]6[C@H](OC)[C@@H]5[C@](O)(C[C@@H]6OC)[C@@](O)([C@H]13)[C@@H](OC)[C@@H]42	1.6	-5.5	-0.6	-7.8	-0.9	-1.5	-9.6	-9.4	10.3
CCOCCN1CCN(c2nnc3n2-c2ccc(Cl)cc2C(c2ccccc2Cl)=NC3)CC1	-0.1	-11.2	-0.7	-14.7	0.6	-6.2	0.8	2.3	10.4
CCOC(=O)[C@]1(C#N)[C@@H]2C=CC(C(C)=O)=CN2[C@@H](C(N)=O)[C@@H]1c1ccsc1	2.0	-7.4	-1.1	-9.3	-16.0	-3.3	11.1	31.4	-13.2
COC(=O)C1=C(c2ccc(OC)c(OC)c2)C[C@@H]2CC[C@H]1N2C(=O)NCCOc1ccccc1	-1.3	-8.3	-0.2	4.6	1.2	-1.4	-1.0	10.2	0.7
C/C(=N\Nc1ccccc1)c1c(O)[nH]c(=O)[nH]c1=O	1.9	-5.1	-0.3	4.5	2.4	-4.5	-3.2	4.8	-3.6
CCOc1cc2c(cc1OCC)-n1cccc1C(c1cc(OC)ccc1F)NC2 (configuration not stated)	-0.4	13.7	-1.1	-2.9	-1.1	0.0	-0.6	-1.3	8.2
CN1C(=O)C(Cc2ccsc2)C(=O)N(C)C1=O	-0.1	-6.2	-1.2	-9.6	2.5	-6.0	8.9	-12.1	11.7
